Screens from PubChem.
TexasRed fluor: alters Texas Red total fluorescence, flagging assay interference; TRb/SRC2 Texas Red total fluorescence interference; Potency, µM (doses to about 106 µM), for inactives: at the top dose fluorescence change, negative = quenching; hit rate 0.29% among 280,000; AID 1479; active = well fitted curve in either direction with a large enough effect; inconclusive = small, poorly fitted or top-dose-only effect; note: % is set by controls: 0 for no effect and ±100 for the full control effect
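Flags fluorescent or light-absorbing compounds by total fluorescence, S + 2P, at 555 nm excitation and 632 nm emission. Mixture: 20 nM Texas Red SRC2 peptide, 0.6 uM human TRb LBD, 1 uM T3, 5% DMSO; compound exposure 5 h at ambient temperature.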
RECQ1 helicase: blocks DNA unwinding by human RECQ1. P46063. RECQ1 DNA unwinding, red fluorescence kinetic read. Potency, µM (top dose mostly 57.3 µM), inactives show at the highest dose activity, negative = inhibition, hits mostly inhibitors. hit rate 0.54% among 240,000. AID 2549;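 note: plate controls were vehicle for no effect and no enzyme for full effect; nearly all actives have a fitted effect of over 30% in size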
Target sequence (P46063 whole entry, looked up): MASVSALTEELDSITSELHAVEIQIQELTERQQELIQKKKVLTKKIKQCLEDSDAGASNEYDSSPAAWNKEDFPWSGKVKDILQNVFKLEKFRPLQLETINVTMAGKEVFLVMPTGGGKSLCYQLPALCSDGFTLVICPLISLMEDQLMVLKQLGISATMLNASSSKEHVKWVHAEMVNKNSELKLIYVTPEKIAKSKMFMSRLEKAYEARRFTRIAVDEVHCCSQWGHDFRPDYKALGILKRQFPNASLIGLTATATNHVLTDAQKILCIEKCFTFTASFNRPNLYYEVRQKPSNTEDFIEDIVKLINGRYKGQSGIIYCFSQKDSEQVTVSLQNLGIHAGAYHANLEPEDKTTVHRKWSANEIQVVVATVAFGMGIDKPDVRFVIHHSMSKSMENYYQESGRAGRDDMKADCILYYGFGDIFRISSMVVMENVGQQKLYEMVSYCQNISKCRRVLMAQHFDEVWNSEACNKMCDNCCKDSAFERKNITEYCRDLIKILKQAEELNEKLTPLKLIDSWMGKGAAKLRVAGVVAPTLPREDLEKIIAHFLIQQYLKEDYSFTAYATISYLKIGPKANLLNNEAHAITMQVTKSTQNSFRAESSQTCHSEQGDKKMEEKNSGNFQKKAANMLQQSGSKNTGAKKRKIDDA
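RECQ1T1 50 nM; forked duplex (20 bp + 30-nt ss tails) 200 nM, ATP 2 mM final; pH 8.0, 2 mM MgCl2, 2.5 ug/ml poly(dI-dC); 15 min compound preincubation; discontinuous kinetic read over 2 h at RT.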
TRb SRC2 PPI: disrupts binding of human TR beta to SRC2; TRbeta-SRC2 peptide binding, fluorescence polarization; receptor liganded with 1 µM T3; Potency, µM (top dose mostly 106 µM), inactives show at the top dose activity change, negative = inhibition, actives largely listed as inhibitors; hit rate 0.065% among 280,000;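 note: plate controls were bound peptide for no effect and peptide without receptor for full effect; nearly all actives have a fitted effect of over 50% in size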
Target sequence (P10828 whole entry, looked up): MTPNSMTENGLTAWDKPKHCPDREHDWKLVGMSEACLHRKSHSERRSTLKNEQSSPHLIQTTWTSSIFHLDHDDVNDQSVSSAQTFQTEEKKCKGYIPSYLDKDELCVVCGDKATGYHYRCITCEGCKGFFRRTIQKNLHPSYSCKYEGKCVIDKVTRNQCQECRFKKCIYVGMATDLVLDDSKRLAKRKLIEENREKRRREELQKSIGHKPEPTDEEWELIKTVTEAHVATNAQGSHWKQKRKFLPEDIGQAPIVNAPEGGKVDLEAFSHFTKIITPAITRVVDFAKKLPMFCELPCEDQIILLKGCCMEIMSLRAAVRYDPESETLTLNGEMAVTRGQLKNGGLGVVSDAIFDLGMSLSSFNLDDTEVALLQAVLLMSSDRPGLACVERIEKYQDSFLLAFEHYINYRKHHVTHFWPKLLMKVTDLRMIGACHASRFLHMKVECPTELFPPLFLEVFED
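Each compound concentration gave % activity, normalized to unbound and bound Texas Red SRC2 controls, from polarization read after 5 hr ambient incubation with T3-loaded human TRb LBD.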
HTT cytoprotect: protects HTT-Q103 PC12 cells, measured by ATP; Potency, µM (top dose mostly 56.4 µM), without a hit: cytoprotection (ATP increase), usual class: activators; hit rate 0.14% among 230,000; AID 1471; PC12 HTT-Q103 induced, cytoprotection, ATP luminescence, 40 h;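 note: % of control where 0% means no effect; nearly all actives have a fitted effect of over 45% in size; toxic huntingtin expression switched on by the ecdysone agonist tebufenozide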
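PC12 cells with ecdysone-inducible HTT exon 1 Q103-GFP, induced with 100 nM tebufenozide and co-treated with library compounds in a dose series (1536-well, 1500 cells/well). Cytoprotection read as ATP content by ATPlite luminescence.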
L3MBTL1 inh: inhibitors of human L3MBTL1. Q9Y468. AID 485360. AlphaScreen L3MBTL1–H3K9me1 peptide binding. hit rate 0.66% among 230,000. Potency, µM (titrated, usually from 57.1 µM), for the others: at the highest dose activity, negative = inhibition, most hits filed as inhibitors; note: % is set by controls: 0 for no effect and ±100 for the full control effect; nearly all actives have a fitted effect of over 60% in size
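Read-out is AlphaScreen signal from streptavidin donor and nickel chelate acceptor beads (10 ug/mL final each) bridging L3MBTL1 (50 nM) and biotinylated K9-monomethylated H3(1-15) peptide (75 nM), after 30 min compound exposure at room temperature.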
Tau fibril ThT: tau fibrillization inhibition (ThT binding) | P10636 | recombinant tau K18 P301L, heparin-induced fibrillization, ThT fluorescence | Potency, µM (doses to about 57.4 µM), for inactives: top-dose activity, negative = inhibition, most hits filed as inhibitors | hit rate 2.1% among 270,000; note: % is set by controls: 0 for no effect and ±100 for the full control effect; nearly all actives have a fitted effect of over 55% in size
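In this qHTS, human K18 P301L tau is incubated with compound and heparin for 6 hr at 37 C, and Thioflavin T fluorescence then reports fibril load.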
Tau fibril FP: blocks human tau fibril formation measured by polarization. P10636. K18 P301L tau heparin fibrillization, Alexa594 FP, 6 h. Potency, µM (titrated, usually from 57.7 µM), without a hit: at the top dose activity, negative = inhibition, usual class: inhibitors. hit rate 0.39% among 280,000. AID 1468; note: % is set by controls: 0 for no effect and ±100 for the full control effect; nearly all actives have a fitted effect of over 55% in size
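Steps: dispense K18 P301L tau (15 uM plus 0.24 uM Alexa 594 tracer, final) in pH 7 sodium acetate; add compound; add heparin (20 uM final); incubate 6 hr, 37 C; add ThT (30 uM final); after 1 hr ambient, read FP.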
Tau fluor cs: counter-screen for tau fibril formation inhibitors | hit rate 0.93% among 280,000 | Potency, µM (series often up to 57.7 µM), without a hit: at the top dose activity change, negative = decrease | tau K18 P301L (four-repeat tau fragment) Alexa594 fluorescence, heparin fibrillization | AID 1463; note: % is set by controls: 0 for no effect and ±100 for the full control effect; nearly all actives have a fitted effect of over 55% in size
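Human K18 P301L tau (15 uM unlabeled plus 0.24 uM Alexa 594-labeled, final) in 100 mM sodium acetate pH 7 was mixed with compound and 20 uM heparin and incubated 6 hr at 37 C.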
* = called active by the depositor; i = inactive; u = inconclusive; x = not tested or not shown; & = joins results of further samples; [ ] = dose if it differs, or a comment. Unless noted, calls come from the whole dose curve; as a rule, active = well fitted curve in the direction sought with a large enough effect; inconclusive = small, poorly fitted or top-dose-only effect, or another doubt; inactive = no such curve, though single readings can be large; an effect the other way counts as inactive or inconclusive. Potency is the fitted concentration of half-maximal effect. The list is partial; rates above refer to the full screens.

SMILES	TexasRed fluor	RECQ1 helicase	TRb SRC2 PPI	HTT cytoprotect	L3MBTL1 inh	Tau fibril ThT	Tau fibril FP	Tau fluor cs
COCCn1c(=O)[nH]c2cc(C(=O)NC3CCCCCC3)ccc2c1=O	-2.5%	5.8%	-8.4%	-14.9%	3.6%	-4.5%	-5.7%	-1.8%
COc1cccc(OCCSc2nc3ccccc3n2CC(=O)N2CCCCC2)c1	-1.8%	x	1.8%	x	x	-12.2%	-1.5%	-7.9%
Cc1c(C=O)c2ccccc2n1CC(=O)NC(C)c1ccccc1 (stereo unspecified)	-3.7%	i	2.5%	-0.9%[10 µM]	-4.0%	-4.7%	-8.3%	-0.8%
CCCn1c(=O)[nH]c(=O)c2c1nc(-c1ccc(OC(F)(F)C(F)C(F)(F)F)cc1)n2CCOC (stereo unspecified)	2.8%	-0.8%	-8.3%	-20.5%	x	u	-14.8%	-22.3%
Cc1ccc(NC(=O)c2cc(-c3cccs3)nc3ccccc23)c(C)c1	-2.4%	x	1.8%	x	x	3.6%	-2.9%	-10.3%
Cc1cccc(C)c1NC(=O)CC1SC2=NCCN2C1=O (stereo unspecified)	0.3%	-3.0%	-10.1%	-10.4%	x	3.9%	0.4%	1.8%
CC1CCCN(c2ccc([N+](=O)[O-])s2)C1 (stereo unspecified)	0.1%	0.6%	4.3%	-21.0%	x	u	-12.4%	-17.9%
O=C(c1cc2ccc3cccnc3c2[nH]1)N1CCN(c2ccccc2)CC1	1.0%	x	-4.2%	x	x	u	-1.4%	-29.4%
CCC1(c2ccc(F)cc2)NC(=O)N(CC(=O)Nc2ccc(-c3nc4ccc(C)cc4s3)cc2)C1=O (stereo unspecified)	-1.7%	-14.7%	-6.4%	-5.2%[10 µM]	0.4%	8.9%	u	u
C/C(CCc1ccc2c(c1)OCO2)=N\N=C(/N)SC1CC(=O)N(c2ccccc2F)C1=O (stereo unspecified)	1.0%	-2.0%	8.1%	u	-2.6%	-5.0%	3.2%	-6.6%
O=C(CSc1nnc(Cn2c(=O)sc3ccccc32)n1CCc1ccccc1)N1CCCC1	-0.6%	0.6%	11.6%	26.5%	45.1%[activator]	3.5%	7.3%	3.4%
Cc1cccc(-c2nnc(SCC#N)n2C)c1	-5.2%	i	-3.6%	x	1.1%	0.4%	-11.4%	-5.9%
C=CCNC(=O)C(=O)c1c(-c2ccccc2)[nH]c2ccccc12	-1.4%	-6.1%	1.9%	x	-1.2%	4.3%	4.2%	-5.0%
COc1ccc(CSc2nc(N3CCOCC3)c3c(c2C#N)CC(C)(C)OC3)cc1	1.7%	-2.5%	-14.2%	-3.9%[10 µM]	-15.4%	-5.7%	8.3%	-19.1%
COc1cccc(NC(=S)NNC(=O)C(C)n2nc(C)c([N+](=O)[O-])c2C)c1 (stereo unspecified)	2.2%	-8.6%	2.6%	-15.6%	-2.0%	-1.1%	-2.5%	1.5%
O=C(Nc1ccccc1)Nc1cccc2ccccc12	0.4%	i	0.9%	3.4%[10 µM]	7.2%	u	-9.1%	-20.6%
COc1ccccc1NC(=O)N1CCCC1C(=O)NCc1ccccc1F (stereo unspecified)	2.8%	-8.3%	1.8%	7.9%	x	-4.0%	-2.3%	-8.4%
CCOC(=O)CC1C(=O)NCCN1C(=O)c1ccc(F)cc1F (stereo unspecified)	-0.4%	i	3.8%	4.6%	x	2.9%	-2.4%	-2.3%
Cc1[nH]c2ccccc2c1C(=O)CSC(=S)N1CCCCC1	-7.0%	-6.7%	-1.7%	x	-7.9%	u	39.8µM*	22.4µM*[quencher]
NC(=O)c1ccc(-n2nnnc2Oc2ccc(Br)cc2)cc1	-4.9%	-1.7%	-3.6%	-9.8%	15.3%	-11.5%	0.5%	-11.0%
CCC1CCCCN1C(=O)Cn1c(=O)cc(C(F)(F)F)c2c(C)nn(C)c21 (stereo unspecified)	-21.5%	x	3.2%	x	x	0.1%	5.0%	3.3%
Cc1ccccc1-n1c(SCC(=O)Nc2ccc(Cl)cc2F)nnc1-c1cc2occc2n1C	7.9%	x	4.3%	x	x	2.4%	-10.3%	-18.7%
Cc1cccc(NC(=O)[C@H](Cc2ccccc2)NC(=O)OCc2ccccc2)c1	-2.4%[53 µM]	6.8%	-1.0%[53 µM]	-3.6%[10 µM]	-8.6%	12.5%	-9.1%	6.4%
Cc1ccc2nc(-c3ccncc3)cc(C(=O)Nc3ccc4c(c3)OCCO4)c2c1	-0.5%	15.0%	-4.9%	-4.6%[10 µM]	4.4%	5.6%	17.3%	-26.4%
Cn1c(=O)c2c(ncn2CC(=O)N/N=C/C=C\c2ccccc2[N+](=O)[O-])n(C)c1=O	-0.7%	-1.7%	-13.2%	1.2%[10 µM]	5.3%	2.5%	1.2%	-0.5%

Overlap with the part before: 4 compounds, followed by the next part.
SMILES	TexasRed fluor	RECQ1 helicase	TRb SRC2 PPI	HTT cytoprotect	L3MBTL1 inh	Tau fibril ThT	Tau fibril FP	Tau fluor cs
Cc1ccccc1-n1c(SCC(=O)Nc2ccc(Cl)cc2F)nnc1-c1cc2occc2n1C	7.9%	x	4.3%	x	x	2.4%	-10.3%	-18.7%
Cc1cccc(NC(=O)[C@H](Cc2ccccc2)NC(=O)OCc2ccccc2)c1	-2.4%[53 µM]	6.8%	-1.0%[53 µM]	-3.6%[10 µM]	-8.6%	12.5%	-9.1%	6.4%
Cc1ccc2nc(-c3ccncc3)cc(C(=O)Nc3ccc4c(c3)OCCO4)c2c1	-0.5%	15.0%	-4.9%	-4.6%[10 µM]	4.4%	5.6%	17.3%	-26.4%
Cn1c(=O)c2c(ncn2CC(=O)N/N=C/C=C\c2ccccc2[N+](=O)[O-])n(C)c1=O	-0.7%	-1.7%	-13.2%	1.2%[10 µM]	5.3%	2.5%	1.2%	-0.5%
O=C(CCCc1ccccc1)NCc1ccccc1	-4.4%	7.5%	-2.7%	0.9%[10 µM]	22.5%	0.7%	3.5%	-0.2%
Cc1cc(C)cc(NC(=O)Cn2c(=O)n(Cc3ccco3)c(=O)c3oc4ccccc4c32)c1	-1.3%	x	10.2%	x	x	10.6%	u	-19.2%
O=c1cc(CO)oc(CN2CCN(Cc3ccccc3)CC2)c1O	-3.0%	-8.1%	3.1%	-22.8%	x	-14.9%	7.7%	-6.6%
COc1ccc(NC(=O)c2oc3ccc(S(=O)(=O)N4CCOCC4)cc3c2C)cc1	-1.3%&0.3%	-4.9%	3.8%&-1.1%	-3.9%	x	-8.8%&5.9%	-5.9%&-6.4%	-26.5%&-12.1%
C=C(C)CSc1nnc(CCCCCNC(=O)OC(C)(C)C)o1	-1.5%	9.0%	1.9%	-10.3%[10 µM]	7.5%	4.5%	1.3%	2.4%
C/C(O)=c1/cnc2nc3ccccc3n2c1=O	-2.0%	-0.7%	5.8%	-38.8%[inhibitor]	25.4%	-2.8%	4.9%	-4.6%
C/C(=N\NC(=O)CCCOc1ccc(Cl)cc1C)c1ccc(C)o1	-1.2%	5.8%	10.5%	x	-8.8%	9.1%	-1.6%	5.3%
CC(C)Cc1ccc(/C=C/C(=O)N2CCOCC2)cc1	-1.8%	i	-3.8%	-52.0%[inhibitor]	-6.9%	3.4%	3.2%	2.0%
O=C(COc1cccc2ccccc12)Nc1nc2ccccc2[nH]1	0.3%	9.4%	3.1%	-5.7%	x	-16.3%	0.1%	u
Cc1ccccc1-c1cccc([C@@H]2C[C@H]3CN(Cc4cccnc4)C(=O)[C@]34CCCN24)c1	0.9%	i	-4.2%	8.6%[10 µM]	-14.3%	-5.3%	-1.7%	10.9%
CCOC(=O)C1CCN(S(=O)(=O)c2cccc(-c3cn4ccccc4n3)c2)CC1	0.3%	-15.9%	-12.5%	10.6%[0.074 µM]	-5.6%	-9.3%	-3.1%	-22.7%
CCOC(=O)c1c(-c2ccc(F)cc2)csc1NC(=O)c1c(-c2ccccc2)noc1C	-3.2%	-6.8%	-13.2%	-24.7%[10 µM]	3.4%	-2.6%	-1.7%	-10.9%
O=C(CN1CCN(c2ccc(Cl)cc2)CC1)Nc1ccc(Cl)c(C(F)(F)F)c1	0.1%	x	2.5%	x	x	-16.6%	4.3%	u
COc1ccccc1NS(=O)(=O)c1ccc(Cl)c(NC(=O)c2sc3cc(Cl)ccc3c2Cl)c1	1.3%	-12.0%	-2.6%	-0.3%	5.1%	11.0%	-5.4%	4.0%
Cc1ccc(-c2cc(-c3ccccc3)c3c(N)c(S(C)(=O)=O)sc3n2)cc1	1.2%	-5.1%	11.1%	-5.9%	x	u	-19.9%	-28.7%
CN(C1CCCCC1)S(=O)(=O)c1ccccc1	-2.0%	i	-0.1%	-6.7%	x	-1.2%	-2.9%	2.6%
CCOC(=O)C1(N(CC)CC)Sc2cc(C)ccc2NC1=O (stereo unspecified)	-3.3%	-0.5%	2.5%	-36.1%	-3.9%	-4.5%	-4.7%	-16.7%
COc1ccc(N2C(=O)C(CC(=O)O)S/C2=C\C(C)=O)cc1 (stereo unspecified)	0.6%	9.5%	-24.2%	5.1%	8.7%	-7.9%	-2.1%	-1.1%
CCc1ccc2c(c1)/C(=N/N(C)C(=S)NC)C(=O)N2	-6.9%	-5.5%	0.0%	-17.2%	-8.8%	31.6µM*	-5.1%	-23.8%
COc1ccccc1CNc1ccc(-c2nc(-c3ccccc3C)no2)cc1[N+](=O)[O-]	-0.1%	x	-2.1%	x	x	13.3%	8.0%	-9.7%
CC(C)[C@H]1C=C(C(=O)O)O[C@@H](OCc2ccc(CO)cc2)C1	-2.2%	-1.9%	-7.8%	-4.6%[10 µM]	x	-1.5%	4.9%	9.9%
COc1ccc(N2C(=O)C3CCCN3C2c2ccc(C)cc2)cc1Cl (stereo unspecified)	-2.8%	-6.6%	-6.8%	-22.1%	2.8%	-0.6%	3.3%	1.2%

Random excerpt: two records from the list
SMILES	TexasRed fluor	RECQ1 helicase	TRb SRC2 PPI	HTT cytoprotect	L3MBTL1 inh	Tau fibril ThT	Tau fibril FP	Tau fluor cs
CN(C1CCCCC1)S(=O)(=O)c1ccccc1	-2.0%	i	-0.1%	-6.7%	x	-1.2%	-2.9%	2.6%
C/C(=N\NC(=O)CCCOc1ccc(Cl)cc1C)c1ccc(C)o1	-1.2%	5.8%	10.5%	x	-8.8%	9.1%	-1.6%	5.3%
